# SIRT5 block – inhibitors of human sirtuin-5 desuccinylase | Purified SirT5, succinyl-peptide AMC, trypsin-coupled fluorescence | inhibition, % at 15 µM | 330,000 tested, 1.1% active; in the data active = inhibition above about 15%; inconclusive = no clear call, values can overlap the other calls
# CASP6 VEID inh – blocks human caspase-6 cleavage activity | P55212 | purified caspase-6, Z-VEID-R110 cleavage fluorescence | inhibition, % at 12.5 µM | 350,000 tested, 0.53% active | AID 686996;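 active = mean inhibition across replicates at least about 35%, with every replicate also reaching that limit, limit read from the data; inconclusive = only one of the two criteria met; inactive = neither criterion met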;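 also: 0% = median of neutral control wells and 100% = no fluorescence left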
# ERp5 block – blocks human ERp5 reductase activity on insulin; Q15084; ERp5 insulin aggregation, absorbance 650 nm, 90 min; inhibition, % at 9.99 µM; 350,000 tested, 0.05% active; AID 651711;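 active = mean replicate inhibition above about 25%, with every replicate also reaching it, limit read from the data, passing the limit was not always enough; inconclusive = only one of those two criteria met; inactive = neither criterion met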
# miR-122 sensor – inhibitors of miR-122 in Huh7 cells | Huh7 miR-122 Renilla luciferase sensor, 48 h; neutral wells = 0, positive control = 100 | 340,000 tested, 0.3% active | AID 602342 | activation (reporter increase), % at 12.5 µM;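 active = mean replicate activation score at least 90 and every replicate individually at or above 90; inconclusive = only one of the two criteria met; inactive = neither criterion met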;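 also: higher luciferase means less miR-122 activity so hits act as miR-122 inhibitors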
# ERAP1 HTS inh – inhibitors of human ERAP1 aminopeptidase; 340,000 tested, 0.15% active; Q9NZ08; inhibition, % at 10.7 µM; AID 652197; recombinant ERAP1, Leu-AMC fluorescence, 60 min;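 active = mean replicate inhibition of at least 30%, or all replicates individually reaching that 30% level; inactive = mean below 30% and not every replicate reaching it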;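 also: 0% = neutral control wells and 100% = L-leucinethiol positive control wells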
# Target sequence (Q9NZ08 whole entry, looked up): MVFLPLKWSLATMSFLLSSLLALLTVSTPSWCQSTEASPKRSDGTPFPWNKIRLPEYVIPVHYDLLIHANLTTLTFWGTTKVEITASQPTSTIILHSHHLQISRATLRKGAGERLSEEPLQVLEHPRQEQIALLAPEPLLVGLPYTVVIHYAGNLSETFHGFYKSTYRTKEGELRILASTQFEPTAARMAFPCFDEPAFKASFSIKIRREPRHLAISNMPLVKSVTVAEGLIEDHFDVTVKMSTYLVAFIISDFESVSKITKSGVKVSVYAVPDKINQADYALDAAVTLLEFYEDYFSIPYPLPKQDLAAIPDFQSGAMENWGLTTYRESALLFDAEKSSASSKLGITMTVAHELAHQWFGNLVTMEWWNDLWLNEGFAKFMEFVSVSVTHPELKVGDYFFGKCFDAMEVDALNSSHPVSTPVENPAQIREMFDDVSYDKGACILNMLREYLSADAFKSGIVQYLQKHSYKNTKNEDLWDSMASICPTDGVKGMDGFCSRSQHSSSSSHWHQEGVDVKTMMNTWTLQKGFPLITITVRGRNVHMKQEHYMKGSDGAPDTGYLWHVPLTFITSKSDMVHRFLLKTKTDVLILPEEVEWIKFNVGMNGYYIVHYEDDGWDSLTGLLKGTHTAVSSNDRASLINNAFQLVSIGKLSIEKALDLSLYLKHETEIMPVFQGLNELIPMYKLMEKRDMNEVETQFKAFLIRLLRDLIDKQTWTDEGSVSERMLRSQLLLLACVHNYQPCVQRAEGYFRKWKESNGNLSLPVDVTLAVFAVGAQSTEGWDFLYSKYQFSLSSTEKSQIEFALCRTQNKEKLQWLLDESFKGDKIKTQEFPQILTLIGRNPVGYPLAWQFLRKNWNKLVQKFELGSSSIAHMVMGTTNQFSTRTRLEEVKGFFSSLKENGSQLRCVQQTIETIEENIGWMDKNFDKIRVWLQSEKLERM
# DENV2 CPE rescue – protects cells from dengue virus 2 cytopathic effect; DENV2-infected cells, cytopathic effect rescue, plate reader; CPE inhibition, % at 9.99 µM; 350,000 tested, 1.7% active; AID 651640; in the data active = CPE inhibition above about 20%, passing the limit was not always enough; inconclusive = no clear call, values can overlap the other calls; tested in BHK-21 cells;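 also: 0% = median of neutral control wells and 100% = median of positive control wells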
# F508del corr – correctors of CFTR F508del function in bronchial epithelial cells | 350,000 tested, 0.36% active | activity (quench increase), % at 7.58 µM | CFBE cells, YFP halide quenching; stimulated with forskolin plus potentiator P3; % fluorescence drop versus neutral controls | AID 720511;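 active = mean added fluorescence quench of at least 8% versus neutral control, with both replicates also reaching 8%; inconclusive = only one of the mean or replicate conditions met; inactive = mean below 8% and not both replicates reaching 8%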;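 also: cells transiently co-express mutant CFTR-F508del with the halide-sensitive YFP; corrector assay measuring rescue of mutant channel to the surface after 24 h compound exposure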
# Numbers without * were called inactive; ? = inconclusive; . = not tested or not shown; [ ] = another dose, or the depositor's remark. This is a random part of the collection. About 4% of those tested had a hit in this group.
SMILES,SIRT5 block,CASP6 VEID inh,ERp5 block,miR-122 sensor,ERAP1 HTS inh,DENV2 CPE rescue,F508del corr
CC(=O)Nc1sc2c(c1C(c1ccccn1)N1CCN(C)CC1)CCCC2 (stereo not given),2,.,0,.,-2,2,0.0
O=C(C1=C[C@@H](c2coc3ccccc3c2=O)C[C@@H](OCc2ccc(CO)cc2)O1)N1CCOCC1,-7,-8,0,5,0,16,-2.0
CC(=O)NC1CC2CCCC(C1)N2C(=O)Nc1ccc(Cl)cc1 (stereo not given),.,0,7,-5,2,11,-0.9
CC(C)NC(=O)Nc1ccc2c(c1)C(=O)N([C@H](C)CO)C[C@H](C)[C@@H](CN(C)S(=O)(=O)c1ccccc1)OCCCC[C@H](C)O2,1,40*,-3,1[16.7 µM],-2,2,1.6
O=C(c1cccc(F)c1)N1CC(=O)N2[C@H](CO)[C@@H](c3ccc(-c4cccnc4)cc3)[C@H]2C1,-1,0,-4,.,0,-5,1.7
O=C(c1cccc(F)c1)N1C[C@H]2[C@@H](c3ccccc31)[C@@H](CO)N2C(=O)C1CC1,-3,-4,1,-20[16.7 µM],0,-11,0.0
CCC(CC)N1CCN(S(=O)(=O)c2ccc(OC)cc2)CC1,.,-2,6,7,0,1,1.1
CCCN1C[C@@H](C)[C@@H](OC)CN(C)C(=O)c2cc(NC(=O)c3cnccn3)ccc2OC[C@@H]1C,0,5,-1,.,0,4,-1.8
C[C@@H]1CN([C@H](C)CO)S(=O)(=O)c2ccc(C#Cc3ccccc3)cc2O[C@H]1CN(C)C(=O)CN(C)C,-4,-1,-3,-7[16.7 µM],0,24*,-3.8
CC(=O)c1sc(NC(=O)c2cccnc2Cl)nc1C,-4,0,-1,.,-3,4,1.5
CCOc1ccc(S(=O)(=O)N2CCN(C(=O)CN3C(=O)NC4(CCCC4)C3=O)CC2)cc1,-4,0,-1,.,8,-1,-1.4
CC(Oc1ccccc1)C(=O)Nc1cccc([N+](=O)[O-])c1 (stereo not given),-6,3,2,.,0,5,1.9
COCCCN=C(c1ccco1)n1c(=S)nc(-c2ccco2)n(CCCOC)c1=S,-4,30,-4,5,0,-7,.
COc1ccc(NC(=O)CSc2ccc(-c3sc(C)nc3C)nn2)cc1OC,4,1,1,-3,-2,-11,-0.4
Cc1ccc(C2(C)NC(=O)N(CC(=O)NCCN3C(=O)S/C(=C\c4cccnc4)C3=O)C2=O)cc1 (stereo not given),0,0,3,13,-1,1,-2.4
Cc1ccc(C)c(OC(C)C(=O)Nc2nccs2)c1 (stereo not given),1,-2,4,1,3,-5,-2.2
O=C(O)c1cc2ccccc2cc1Nc1ccccc1,1,2,-3,40,-3,-2,-0.1
CC(Sc1ccc(Cl)cc1)C(=O)N(C)CC(=O)Nc1ccc(N2CCOCC2)cc1 (stereo not given),-4,-1,-2,.,2,-4,-0.9
O=C1CSC(=S)N1Cc1ccccc1,-4,0,9,.,0,-7,-3.6
CCOC(=O)c1[nH]c(C)c(C(=O)Nc2cc(Cl)ccc2C)c1C,-2,0,-1,39,-3,.,2.7
Cc1ccc(S(=O)(=O)N(C)C[C@@H]2OCCCC[C@@H](C)Oc3ccc(NC(=O)CCC(F)(F)F)cc3C(=O)N([C@@H](C)CO)C[C@@H]2C)cc1,7,-1,4,-5[16.7 µM],0,4,1.7
COc1ccc(CCNC(=O)c2ccc(N3CCCCS3(=O)=O)cc2)cc1OC,-2,2,-1,-5,1,0,0.7
COCc1cn(CC[C@H]2CC[C@H](NC(=O)Nc3ccc(F)cc3)[C@@H](CO)O2)nn1,6,0,-1,.,1,0,1.2
COc1ccc(CN(C)C[C@H]2OCCCC[C@@H](C)Oc3ccc(N(C)C)cc3C(=O)N([C@H](C)CO)C[C@H]2C)cc1,-3,.,9,0[16.7 µM],.,.,-1.5
C[C@H](CO)N1C[C@H](C)[C@@H](CN(C)CC2CCOCC2)Oc2ncc(C#Cc3ccc(F)cc3)cc2C1=O,-1,1,0,0[16.7 µM],-3,-8,-1.2
COc1ccccc1C=CC(=O)C=Cc1ccccc1OC,0,-1,-9,.,-2,0,-10
COc1ccc(NC(=O)C2(C)Cc3c(-c4ccc5c(c4)OCO5)ccnc3O2)cc1 (stereo not given),.,13,1,38,-2,3,1.9
C[C@@H]1CN([C@H](C)CO)C(=O)Cc2cc(NC(=O)c3ccncc3)ccc2O[C@H]1CN(C)CC1CCCCC1,1,1,-5,-12[16.7 µM],3,-5,3.0
O=C(c1ccc(S(=O)(=O)N2CCC(c3nc4ccccc4s3)CC2)cc1)N1CCCCC1,.,-1,0,0,-2,.,.
Cc1cc(F)ccc1-c1cc(C(=O)NCc2ccccc2)[nH]n1,.,-2,-2,-6,-1,-7,-0.8
COc1cccc(-n2c(CCn3nc(C)c([N+](=O)[O-])c3C)n[nH]c2=S)c1,-2,0,2,.,9,-3,.
Cc1cccc2sc(N3CCN(C(=O)c4cccs4)CC3)nc12,1,-1,3,.,1,3,4.9
CCc1csc(N2[C@H](C#N)[C@H](c3ccc(C#Cc4ccc(F)cc4)cc3)[C@H]2CO)n1,5,-1,-2,.,0,-13,0.7
O=C(NNS(=O)(=O)c1ccc2ccccc2c1)c1cc(-c2ccccn2)nc2ccccc12,14,.,0,.,-5,0,-0.4
O=C(Cc1ccccc1)N(c1ccccc1)c1ccccc1,1,-5,3,-1,-3,2,-0.1
CSCCC(NC(=O)c1cccc(S(=O)(=O)N2CCN(C(C)=O)CC2)c1)c1nc2ccccc2[nH]1 (stereo not given),-3,-1,0,.,0,8,0.6
COc1cccc(S(=O)(=O)N[C@H]2C=C[C@@H](CC(=O)NCc3ccc(F)cc3)O[C@@H]2CO)c1,0,-2,12,.,-4,3,-1.9
O=C(C(c1ccccc1)c1ccccc1)N1CCN(Cc2ccco2)CC1,-2,0,-2,15,-4,-14,.
CCC(=O)N1C[C@H](C)[C@@H](OC)CN(C)C(=O)c2ccc(NC(=O)NC(C)C)cc2OC[C@H]1C,5,1,-1,15[16.7 µM],-4,1,0.8
COCC(=O)Nc1ccc2c(c1)C(=O)N(C)C[C@@H](OC)[C@H](C)CN(Cc1ccccc1F)[C@H](C)CO2,4,-1,-2,.,-1,-2,0.2
Cc1cccc(C)c1NC(=S)NC(=O)c1ccc(Br)o1,-3,-5,-1,-13,.,1,-4.7
N#Cc1cc([N+](=O)[O-])ccc1NC(=O)COC(=O)CCC1CCCCC1,-1,2,-4,.,6,-1,.
C[C@@H](O)C#Cc1ccc([C@H]2[C@@H](CO)N3CCCCN(S(=O)(=O)Cc4ccccc4)C[C@@H]23)cc1,-1,-1,-1,-4[16.7 µM],3,9,0.4
CN1C(=O)c2cc(NC(=O)NC3CCCC3)ccc2OC[C@@H]2O[C@H](CC(=O)O)CC[C@H]21,8,-3,-2,32[16.7 µM],-2,57*,-2.9
CC(C)NC(=O)Nc1ccc2c(c1)C(=O)N([C@H](C)CO)C[C@@H](C)[C@@H](CN(C)Cc1ccccc1)OCCCC[C@H](C)O2,-2,-2,1,-2[16.7 µM],2,4,-0.8
CCCc1cn(CC[C@@H]2CC[C@H](NC(=O)C3CCCC3)[C@@H](CO)O2)nn1,13,-1,4,-1[16.7 µM],4,-2,-1.0
C=CCn1c(Cc2csc(N)n2)nnc1SCC(=O)OCC,6,4,-1,-3,-3,-2,-2.0
O=C(OCC(=O)N1CCCC1)c1ccccc1O,-4,2,-1,0,1,-1,-1.8
O=C(c1cccs1)N1CCCC(c2nc3c(nnn3Cc3ccccc3Cl)c(=O)[nH]2)C1 (stereo not given),-3,1,-2,-1,3,-4,-0.7
CS(=O)(=O)Nc1ccc2c(c1)[C@@H]1C[C@H](CC(=O)N3CCOCC3)O[C@H](CO)[C@@H]1O2,1,-1,-5,3[16.7 µM],2,-2,1.4
O=C(NCc1ccccc1)C1c2ccccc2OCC(=O)N1Cc1cccnc1 (stereo not given),.,4,4,.,3,14,3.9
Cc1ccc(S(=O)(=O)N(C)C[C@H]2Oc3c(NC(=O)c4cnccn4)cccc3C(=O)N([C@H](C)CO)C[C@@H]2C)cc1,-4,-4,-5,9[16.7 µM],1,2,-1.9
O=C(O)c1ccc2c(c1)S(=O)(=O)c1cc(N3CCN(c4cnccn4)CC3)ccc1C2=O,9,6,9,-1,.,1,0.1
COc1ccc(CC(=O)N/N=C(\C)CC(=O)NCc2ccco2)cc1OC,1,1,5,1,3,11,-0.5
CCCn1c(SCC(=O)c2c(C)[nH]c(C)c2C(=O)OCC)nc2ccccc21,-3,-1,3,20,-1,4,.
Nn1c(SCC(=O)Nc2cc(C(F)(F)F)ccc2Cl)nncc1=O,3,2,-6,7,-1,4,-1.9
CN(C)CC(=O)N[C@@H]1CC[C@H](CCNS(=O)(=O)c2ccccc2)O[C@@H]1CO,2,-53,-9,.,3,-4,-2.3
Cc1ccc(NC(=O)CN2C(=O)C3CC=C(Cl)CC3C2=O)cc1 (stereo not given),-2,6,0,.,0,7,-0.5
CCOc1ccc(/C=C/C(O)=C2/C(=O)N(C)C3(C)CC2c2ccccc2O3)cc1OC (stereo not given),-1,-2,-3,0,4,0,-0.8
COc1cc(NC(=S)NCCc2ccccc2)c(OC)cc1NC(=O)C(C)C,3,-2,2,1,-3,?,-1.0

# (next part)
SMILES,SIRT5 block,CASP6 VEID inh,ERp5 block,miR-122 sensor,ERAP1 HTS inh,DENV2 CPE rescue,F508del corr
COc1cccc(-c2nn(-c3ccccc3)cc2CN(C)Cc2ccon2)c1,0,0,-1,0,2,-5,-1.1
C[C@@H]1CN([C@@H](C)CO)C(=O)c2cc(NC(=O)NC3CCCCC3)ccc2O[C@H]1CN(C)C(=O)Nc1ccc(C(F)(F)F)cc1,3,0,-2,-1[16.7 µM],1,11,-2.9
COc1ccccc1NC(=O)C1CCCN(S(=O)(=O)c2ccccc2)C1 (stereo not given),1,-1,0,.,5,18,-0.8
O=C(COc1cccc2cccnc12)N/N=C1\SCC(=O)N1Cc1ccccc1,-2,3,8,-5,2,.,.
Cc1cc(C)nc(SCCn2c(N(C)Cc3ccccc3)nc3c2c(=O)n(C)c(=O)n3C)n1,-2,1,0,-1,8,-2,-0.5
O=C(COc1ccc(C(=O)NCCc2ccccc2)cc1)Nc1ccccc1,-7,1,-7,.,4,4,.
CN(CC(=O)NCCN1CCOCC1)S(=O)(=O)c1ccc(F)cc1,-5,-2,1,.,3,-3,0.4
COc1cc(CN2CCC(C(N)=O)CC2)ccc1OCc1ccccc1,3,-6,-5,0,0,6,-3.2
C[C@H]1CN([C@@H](C)CO)S(=O)(=O)c2ccc(C#CCN(C)C)cc2O[C@H]1CN(C)C,-1,-2,3,-2[16.7 µM],-2,-2,-0.6
O=C(COC(=O)c1cc(S(=O)(=O)Nc2ccccc2Cl)ccc1O)Nc1nc2ccccc2s1,-1,-4,-3,.,-4,2,-1.2
CC1(c2ccccc2)NC(=O)N(CC(=O)N2CCN(S(=O)(=O)c3ccccc3[N+](=O)[O-])CC2)C1=O (stereo not given),-1,-3,-7,-7,2,6,-1.2
Cc1c(Nc2cc(Cl)c3nonc3c2[N+](=O)[O-])c(=O)n(-c2ccccc2)n1C,5,1,7,-8,10,2,-12

# A few values from the list:
# Value of COc1ccccc1NC(=O)C1CCCN(S(=O)(=O)c2ccccc2)C1 (stereo not given) under SIRT5 block: 1
# Value of O=C(COc1cccc2cccnc12)N/N=C1\SCC(=O)N1Cc1ccccc1 under miR-122 sensor: -5

# (more compounds)
SMILES,SIRT5 block,CASP6 VEID inh,ERp5 block,miR-122 sensor,ERAP1 HTS inh,DENV2 CPE rescue,F508del corr
Cn1c(=O)c2c(ncn2CC(=O)OCC(=O)NC(c2ccccc2)c2ccccc2)n(C)c1=O,.,-3,5,.,-1,-4,.
CC(C)Cc1nc(SCC(=O)NCC2CCCO2)c2c(=O)n(C)c(=O)n(C)c2n1 (stereo not given),-3,-2,-20,.,2,?,-1.3
Cc1cc(CNC(=O)CC2C(=O)NCCN2Cc2ccccc2)nn1C (stereo not given),1,-1,-2,17,1,0,-1.9
CN(C)CC(=O)N[C@H]1C[C@@H]2O[C@@H](CO)CC[C@@H]2O[C@@H]1CCc1ccc(-c2ccc(F)cc2)cc1,-5,1,12,.,2,-2,-1.2
